Source: PubChem (University of Kansas High Throughput Screening Laboratory)
Pf apPOL inh – Pf-apPOL DNA polymerase inhibition; Recombinant Pf-apPOL, molecular beacon fluorescence, 1.5 h; inhibition, % at 10 µM; actives 0.25% (n = 210,000)
mHTT-CaM PPI inh – inhibitors of human mutant huntingtin-calmodulin interaction. actives 3.6% (n = 190,000). inhibition, % at 15 µM. AlphaScreen His-mHTT/GST-CaM binding, luminescence. P42858;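 also: 0% = both proteins with DMSO and 100% = one protein alone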
Target sequence (P42858 whole entry, looked up, stated change not applied): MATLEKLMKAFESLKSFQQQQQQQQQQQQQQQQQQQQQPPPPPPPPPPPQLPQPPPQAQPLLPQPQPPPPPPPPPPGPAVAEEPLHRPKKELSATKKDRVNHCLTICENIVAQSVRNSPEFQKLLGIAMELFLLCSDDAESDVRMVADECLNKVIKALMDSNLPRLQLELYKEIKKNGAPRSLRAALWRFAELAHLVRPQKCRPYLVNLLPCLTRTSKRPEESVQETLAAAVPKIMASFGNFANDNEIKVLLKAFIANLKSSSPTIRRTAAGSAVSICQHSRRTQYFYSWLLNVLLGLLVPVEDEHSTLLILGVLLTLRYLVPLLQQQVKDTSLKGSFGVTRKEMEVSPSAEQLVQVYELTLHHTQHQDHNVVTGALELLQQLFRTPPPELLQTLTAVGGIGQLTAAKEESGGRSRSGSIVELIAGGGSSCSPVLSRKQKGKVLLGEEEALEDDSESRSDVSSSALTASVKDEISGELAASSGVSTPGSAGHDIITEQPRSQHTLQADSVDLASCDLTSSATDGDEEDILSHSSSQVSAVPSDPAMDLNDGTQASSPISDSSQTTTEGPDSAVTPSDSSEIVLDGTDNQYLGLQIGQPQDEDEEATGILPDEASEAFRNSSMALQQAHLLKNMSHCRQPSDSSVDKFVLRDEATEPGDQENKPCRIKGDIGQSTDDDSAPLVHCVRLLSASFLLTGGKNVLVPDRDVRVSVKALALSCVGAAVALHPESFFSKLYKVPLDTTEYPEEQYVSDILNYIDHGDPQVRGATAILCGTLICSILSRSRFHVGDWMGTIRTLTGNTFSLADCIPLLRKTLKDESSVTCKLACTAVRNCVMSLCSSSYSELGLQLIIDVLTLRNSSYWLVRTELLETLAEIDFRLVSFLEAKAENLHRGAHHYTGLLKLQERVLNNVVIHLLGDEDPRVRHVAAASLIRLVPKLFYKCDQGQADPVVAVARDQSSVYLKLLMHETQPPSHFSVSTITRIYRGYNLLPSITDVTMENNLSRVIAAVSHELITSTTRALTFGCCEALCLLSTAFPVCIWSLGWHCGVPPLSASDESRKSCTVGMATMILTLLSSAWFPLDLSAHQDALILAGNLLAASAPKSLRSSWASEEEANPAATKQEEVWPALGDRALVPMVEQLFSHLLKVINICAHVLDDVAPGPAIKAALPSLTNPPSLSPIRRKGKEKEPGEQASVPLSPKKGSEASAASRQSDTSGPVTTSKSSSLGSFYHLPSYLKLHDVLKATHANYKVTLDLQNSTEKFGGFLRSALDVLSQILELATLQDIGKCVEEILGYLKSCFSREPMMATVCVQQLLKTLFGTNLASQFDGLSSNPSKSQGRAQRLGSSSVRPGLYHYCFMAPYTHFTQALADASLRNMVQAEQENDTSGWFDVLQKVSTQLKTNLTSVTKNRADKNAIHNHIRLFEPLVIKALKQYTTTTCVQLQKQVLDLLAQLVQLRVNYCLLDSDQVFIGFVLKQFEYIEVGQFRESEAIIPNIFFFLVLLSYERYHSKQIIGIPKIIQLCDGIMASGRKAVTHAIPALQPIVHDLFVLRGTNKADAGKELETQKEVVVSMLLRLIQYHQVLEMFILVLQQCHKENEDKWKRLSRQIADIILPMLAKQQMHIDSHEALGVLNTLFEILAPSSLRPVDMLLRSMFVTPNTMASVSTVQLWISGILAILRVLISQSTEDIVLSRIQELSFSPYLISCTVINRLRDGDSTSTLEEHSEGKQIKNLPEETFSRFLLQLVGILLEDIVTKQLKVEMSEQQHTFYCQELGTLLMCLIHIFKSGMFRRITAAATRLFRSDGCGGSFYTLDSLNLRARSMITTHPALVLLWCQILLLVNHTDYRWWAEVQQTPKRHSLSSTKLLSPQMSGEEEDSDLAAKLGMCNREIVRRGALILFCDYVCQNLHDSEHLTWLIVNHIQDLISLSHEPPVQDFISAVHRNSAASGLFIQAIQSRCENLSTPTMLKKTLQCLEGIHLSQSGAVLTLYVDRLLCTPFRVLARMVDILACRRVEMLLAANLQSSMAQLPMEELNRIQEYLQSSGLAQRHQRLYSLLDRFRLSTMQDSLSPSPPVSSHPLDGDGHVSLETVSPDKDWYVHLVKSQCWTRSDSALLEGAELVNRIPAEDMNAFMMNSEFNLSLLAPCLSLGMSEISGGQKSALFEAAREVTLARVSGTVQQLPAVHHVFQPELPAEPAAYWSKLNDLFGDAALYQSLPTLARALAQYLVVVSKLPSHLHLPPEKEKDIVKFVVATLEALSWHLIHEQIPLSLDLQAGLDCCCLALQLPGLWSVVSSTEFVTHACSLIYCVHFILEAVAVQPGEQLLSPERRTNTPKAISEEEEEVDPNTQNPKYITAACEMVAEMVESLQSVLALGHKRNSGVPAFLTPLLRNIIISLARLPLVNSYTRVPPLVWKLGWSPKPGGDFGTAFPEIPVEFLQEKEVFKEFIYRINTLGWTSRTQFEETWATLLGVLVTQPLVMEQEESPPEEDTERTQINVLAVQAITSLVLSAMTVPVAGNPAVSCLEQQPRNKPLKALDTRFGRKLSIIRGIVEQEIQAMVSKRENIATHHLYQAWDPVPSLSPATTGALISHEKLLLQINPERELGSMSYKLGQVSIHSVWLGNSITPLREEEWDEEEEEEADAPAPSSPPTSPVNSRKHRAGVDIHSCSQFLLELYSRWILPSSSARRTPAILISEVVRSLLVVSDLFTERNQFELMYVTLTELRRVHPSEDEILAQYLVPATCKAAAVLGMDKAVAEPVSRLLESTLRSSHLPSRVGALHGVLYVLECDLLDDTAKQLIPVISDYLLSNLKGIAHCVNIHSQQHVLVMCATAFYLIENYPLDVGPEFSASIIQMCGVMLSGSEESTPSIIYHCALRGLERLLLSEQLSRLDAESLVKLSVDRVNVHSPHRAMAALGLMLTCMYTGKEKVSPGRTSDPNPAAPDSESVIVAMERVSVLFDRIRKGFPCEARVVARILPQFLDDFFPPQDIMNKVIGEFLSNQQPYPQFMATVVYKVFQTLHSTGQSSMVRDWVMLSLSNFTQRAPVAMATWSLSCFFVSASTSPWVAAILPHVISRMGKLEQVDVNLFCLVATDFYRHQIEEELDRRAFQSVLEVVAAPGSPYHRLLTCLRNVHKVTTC
Active calls of the source: *; i = inactive; x = not tested or not shown; & = joins results of further samples. Rule as the data show it: active = inhibition above about 50%; inactive = the rest. Not a hit list; about 3.5% have a hit in one of these screens.

SMILES | Pf apPOL inh | mHTT-CaM PPI inh
CCN(CC)c1ncc2c(n1)CCC(C(=O)Nc1ccc(F)cc1)C2 (stereo not drawn) | -0.6 | -13.6
Cc1cccc(Nc2ncnc(N)c2[N+](=O)[O-])c1C | -0.1 | 3.0
Cc1nn(Cc2ccccc2)c2c1C(c1cccc(Cl)c1)C(C#N)=C(N)O2 (stereo not drawn) | -3.1 | 10.5
CC(=O)c1cc2c(cc1NC(=O)c1ccc(Cl)cc1)OCCO2 | -13.6 | -1.3
O=C(c1cccc(CN2CCN(c3nc(-c4ccccc4)ns3)CC2)c1)N1CCC(O)CC1 | -18.2 | x
CCOc1ccccc1NC(=O)c1ccc(F)c(S(=O)(=O)N2CCC(C(N)=O)CC2)c1 | 2.4 | 10.0
c1ccc(N/N=C2/C/C(=N\Nc3ccccc3)c3ccccc32)cc1 | x | 91.0*
O=C(Nc1ccc2c(N3CCOCC3)ncnc2c1)c1ccccc1Cl | -2.3 | 9.3
CC(=O)Nc1ccc(NC(=O)c2ccc(I)cc2)cc1 | 1.9 | -0.6
COc1ccc(OC)c(CN2CCc3nc(N4CCN(c5ccccn5)CC4)ncc3C2)c1 | -1.6 | 50.1*
COc1cccc2cc(C(=O)Nc3nccs3)c(=Nc3cccc(C(F)(F)F)c3)oc12 | -3.7 | 4.0
COc1cc(NC(=O)c2ccc(Cl)c(Cl)c2)c(OC)cc1Cl | -6.8 | 0.0
O=C(Nc1ccccc1)N1CCN(c2ccc(F)cc2)CC1 | -13.8 | 8.8
CSc1ccc(C(N)=O)s1 | -10.8 | x
CC(=O)Nc1ccccc1C1(C)CC1 | -8.1 | -5.8
Cc1nc2ccc3nc(NC(=O)CN4C(=O)c5ccccc5C4=O)sc3c2s1 | 1.8 | -6.0
Nc1c(N2CCSCC2)c(=O)c1=O | 1.5 | x
COc1ccc(OCc2nc3ccccc3n2CCC(C)C)cc1 | -0.9 | 8.0
COc1ccc(-c2coc3cc(OCc4cc(C)ccc4C)ccc3c2=O)cc1OC | -11.2 | 0.9
CCOC(=O)c1c(NC(=O)c2cccs2)sc(C)c1-c1ccccc1 | -4.9&-3.7 | x
Cc1cccc(NC(=O)N2CCCC(CCC(=O)NCc3cccc(C(F)(F)F)c3)C2)c1 (stereo not drawn) | -4.1 | 0.4
O=C1OC(c2ccc(Br)cc2)=N/C1=C/c1ccccc1[N+](=O)[O-] | -3.6 | 3.0
CCn1ccc(C(=O)N2CCCn3cc(-c4cccc(C#N)c4)nc32)n1 | -0.4 | 18.7
O=C(c1cccc(Cl)c1)N1CCC2(CC1)SCC(=O)N2Cc1ccccc1 | -0.5 | 10.9
COc1cccc(-c2cc(C3CCN(S(=O)(=O)c4cccc(OC)c4)CC3)[nH]n2)c1 | 10.6 | 7.5
O=C(NCCCN1CCOCC1)c1cc(-c2ccccc2)nc2ccccc12 | -4.2 | 6.4
COc1ccc([N+](=O)[O-])cc1NS(=O)(=O)c1ccc(NC(C)=O)cc1 | 0.5 | 1.4
O=c1c(Cl)c(NC2CCCCC2)cnn1-c1ccccc1 | 2.8 | -6.8
O=C(Nc1ccccc1)Nc1ccc(F)cc1F | 0.0 | -9.1
COc1ccc(-c2nn(-c3ccccc3)cc2C(N)=O)cc1 | -5.4 | 2.4
O=C(NCc1cccc(F)c1)C1CCN(c2nnc3ccc(Cl)cn23)CC1 | -1.8 | -2.5
Cc1ccc(SCC(=O)N2CCN(c3ccccc3F)CC2)cc1 | -9.2 | -5.6
COc1cc2c(cc1OC)C(C(=O)N1CCCCCC1)C(c1cccs1)N(C)C2=O (stereo not drawn) | -2.5 | 4.0
CC1CCCN(c2ncccc2C(N)=O)C1 (stereo not drawn) | 3.6 | -3.2
CCOc1ccc(OCC)c(S(=O)(=O)NCc2ccc3c(c2)OCO3)c1 | -1.8 | -15.3
CC(C)NC(=O)c1ccc2nc(-c3ccccc3)cn2c1 | -2.4 | -6.1
CCOC(=O)c1csc(NC(=O)c2cccc(C(F)(F)F)c2)n1 | -2.7 | -14.2
O=C(NCc1cccnc1)C1CCN(c2nccn3nc(-c4ccc(F)cc4)cc23)CC1 | 8.0 | -2.8
O=C(Cc1nnc(-c2ccc3ncccc3c2)o1)Nc1ccc(F)cc1Cl | 3.9 | 12.4
COc1ccc(-c2n[nH]c(C)c2Oc2ccc(F)cc2)c(O)c1 | -7.5 | 33.6
CCc1ccc(N2NC(=O)/C(=C\c3ccc(N4CCC(C)CC4)c([N+](=O)[O-])c3)C2=O)cc1 | 6.3 | 22.0
O=C(CC1Sc2ccccc2NC1=O)Nc1ccccc1F (stereo not drawn) | 1.2 | 3.0
Cc1cc(O)cc2c1C(=O)CO2 | -3.9 | 6.2
CC1=C(C(=O)Nc2ccc(F)c(F)c2)C(c2ccccc2Br)NC(=O)N1 (stereo not drawn) | 4.6 | 4.0
C=CCOc1ccc(C=Nc2ccccc2OC)c(OCC=C)c1 | 13.5 | 6.0
CCNc1cc(N2CCCC(CCC(=O)Nc3cc(C)ccc3OC)C2)ncn1 (stereo not drawn) | 1.2 | 55.5*
CCOC(=O)CNC(=O)CN1CCN(c2ccc(C(C)C)cc2)C1=O | -14.1 | -9.1
Cc1cccc(C(=O)N2CCC3(CC2)NC(=O)c2ccc(F)cc2N3C)c1 | -3.7 | -6.6
CCC(NS(=O)(=O)c1ccc(Cl)c(OC)c1)C12CC3CC(CC(C3)C1)C2 (stereo not drawn) | -3.1 | -5.0
CCOc1ccc(C(=O)N(CC2COc3ccccc3C2)C(C)C)cc1 (stereo not drawn) | -6.4 | -9.7
Cc1ccccc1C(=O)N1CC=C(C(=O)NC2CC2)CC1 | -3.2 | 0.5
Cc1c(N=Cc2ccc(C(C)C)cc2)c(=O)n(-c2ccccc2)n1C | -5.9 | 7.0
Cc1[nH]c(=O)[nH]c(=O)c1CSCC(=O)O | x | -3.8
O=C(c1ccc([N+](=O)[O-])o1)N1CCN(c2ncnc3c2nnn3-c2ccc(F)cc2)CC1 | 5.4 | -4.3
CO/N=C/c1c(Sc2ccc(Cl)cc2)nc2ccccn2c1=O | -2.8 | i
O=C(Nc1ccccc1Cl)c1cc(S(=O)(=O)NC2CCCCCC2)ccc1F | -42.4 | -15.0
O=C(CN1CCN(CC(=O)Nc2ccccc2Cl)CC1)Nc1cccc(C(F)(F)F)c1 | -2.8 | -6.0
COc1ccc(OC)c(C2C3=C(CC(C)(C)CC3=O)Nc3ccccc3N2C(=O)C(F)(F)F)c1 (stereo not drawn) | -1.9 | 19.0
CC(=O)N1CCN(C(=O)CN2CCc3sccc3C2c2cccc(F)c2)CC1 (stereo not drawn) | -4.0 | 6.8
Cc1ccc2nc(-c3ccccc3C)c(NC(=O)CC(C)(C)C)n2c1 | 0.9 | 12.1
The results go on.
SMILES | Pf apPOL inh | mHTT-CaM PPI inh
CC(C)C[C@H]1COc2c(Cl)cccc2S(=O)(=O)N1Cc1cccc(F)c1 | -4.0 | -17.9
CC(=O)NCc1csc(C2CCN(C(=O)Cc3ccc(Cl)cc3)CC2)n1 | 0.9 | 19.1
O=C(Cc1cccs1)NCC(c1ccsc1)N1CCOCC1 (stereo not drawn) | -3.3 | -15.9
O=C(Nc1ccc2c(c1)C(N1CCOCC1)=Nc1ccccc1O2)C1CCC1 | -4.3 | 18.0
COc1ccc(C(=O)NCC2COC3(CCCC3)O2)cc1 (stereo not drawn) | 2.7 | -5.8
CCn1cc(CNC(=O)c2ccc(C)s2)cn1 | -3.4 | 1.1
Cc1cc(O)c(-c2[nH]ncc2-c2nc(C)cs2)c(O)c1 | -3.8 | -1.5
N#Cc1cnn2c(-c3cccc(C(F)(F)F)c3)ccnc12 | 1.9&-8.8 | x
CCOC(=O)C(N=Nc1ccc(Cl)cc1Cl)=C(O)CSc1nc(C)c(C)c(C)c1C#N | -7.4 | x
Cc1cc(C(F)(F)F)c(C#N)c(SCC(=O)O)n1 | 1.2 | 2.0
CCc1nnc(-c2cccn2CC(=O)Nc2ccc(Cl)cc2)o1 | -2.1 | -1.9
CC1CC(C)CN(S(=O)(=O)c2cc(C(=O)Nc3ccc(C(C)C)cc3)ccc2F)C1 (stereo not drawn) | -3.0 | 0.0

An excerpt from above in order of formula weight, smallest number first.
SMILES | Pf apPOL inh | mHTT-CaM PPI inh
Nc1c(N2CCSCC2)c(=O)c1=O | 1.5 | x
Cc1[nH]c(=O)[nH]c(=O)c1CSCC(=O)O | x | -3.8
CCn1cc(CNC(=O)c2ccc(C)s2)cn1 | -3.4 | 1.1
O=c1c(Cl)c(NC2CCCCC2)cnn1-c1ccccc1 | 2.8 | -6.8
COc1ccc(-c2n[nH]c(C)c2Oc2ccc(F)cc2)c(O)c1 | -7.5 | 33.6
COc1ccc(OCc2nc3ccccc3n2CCC(C)C)cc1 | -0.9 | 8.0
Cc1ccc2nc(-c3ccccc3C)c(NC(=O)CC(C)(C)C)n2c1 | 0.9 | 12.1
CCN(CC)c1ncc2c(n1)CCC(C(=O)Nc1ccc(F)cc1)C2 (stereo not drawn) | -0.6 | -13.6
CCn1ccc(C(=O)N2CCCn3cc(-c4cccc(C#N)c4)nc32)n1 | -0.4 | 18.7
COc1cc(NC(=O)c2ccc(Cl)c(Cl)c2)c(OC)cc1Cl | -6.8 | 0.0
COc1ccc([N+](=O)[O-])cc1NS(=O)(=O)c1ccc(NC(C)=O)cc1 | 0.5 | 1.4
CCOC(=O)c1c(NC(=O)c2cccs2)sc(C)c1-c1ccccc1 | -4.9&-3.7 | x
O=C1OC(c2ccc(Br)cc2)=N/C1=C/c1ccccc1[N+](=O)[O-] | -3.6 | 3.0
Cc1nn(Cc2ccccc2)c2c1C(c1cccc(Cl)c1)C(C#N)=C(N)O2 (stereo not drawn) | -3.1 | 10.5
CCOc1ccc(OCC)c(S(=O)(=O)NCc2ccc3c(c2)OCO3)c1 | -1.8 | -15.3
CCC(NS(=O)(=O)c1ccc(Cl)c(OC)c1)C12CC3CC(CC(C3)C1)C2 (stereo not drawn) | -3.1 | -5.0
CC1=C(C(=O)Nc2ccc(F)c(F)c2)C(c2ccccc2Br)NC(=O)N1 (stereo not drawn) | 4.6 | 4.0
COc1cccc(-c2cc(C3CCN(S(=O)(=O)c4cccc(OC)c4)CC3)[nH]n2)c1 | 10.6 | 7.5
CCc1ccc(N2NC(=O)/C(=C\c3ccc(N4CCC(C)CC4)c([N+](=O)[O-])c3)C2=O)cc1 | 6.3 | 22.0
COc1ccc(OC)c(CN2CCc3nc(N4CCN(c5ccccn5)CC4)ncc3C2)c1 | -1.6 | 50.1*

Next records.
SMILES | Pf apPOL inh | mHTT-CaM PPI inh
Cc1cccc(-n2cnc(C(=O)Nc3ccccc3F)n2)c1 | -4.7 | -1.9
CNC(=O)N1CCc2ccc(C(=O)NCC(C)C)cc21 | -1.6 | -4.7
Cc1ccccc1Oc1ccc(S(=O)(=O)N2CCN(C)CC2)cc1 | -0.9 | 14.7
CCN(CC)CC(C)CNC(=O)CSc1nc2nc(C)c(Cc3ccccc3C)c(C)n2n1 (stereo not drawn) | 0.4 | 9.0
Cc1noc(COC2CCN(C(=O)CCc3c(C)noc3C)CC2)n1 | -3.2 | 0.5
O=[N+]([O-])c1ccc(NCCNS(=O)(=O)c2ccccc2)c(C(F)(F)F)c1 | -0.7 | 15.0
CCc1ccc(-c2nc(-c3ccncc3)no2)cc1 | 2.4 | -14.2
O=c1c2c(nc(SCc3ccccn3)n1CCc1ccccc1)CCS2 | -1.9 | -12.6
CCC(=O)NCC1CCCN(C(=O)Nc2ccccc2)C1 (stereo not drawn) | -5.4 | -1.9
Nc1nnnn1CC(=O)O | x | -3.5
Cc1nc(C)c(Cc2cccc(F)c2)c(N2CCN(C(=O)C(C)(C)C)CC2)n1 | -2.5 | -0.3
O=C(NCCCNc1ccc([N+](=O)[O-])cc1)c1cc2ccccc2o1 | 4.5 | 30.8
Cc1c(C(=O)Nc2ccc(N3CCOCC3)cc2)nnn1-c1ccccc1F | -5.8 | 7.3
COc1ccccc1CCNC(=O)C(=O)NCC1OCCN1C(=O)c1ccc(Cl)cc1 (stereo not drawn) | -4.1 | 13.9
Cc1ccc(N2C(=O)NC(=O)/C(=C\c3cc4c(cc3Cl)OCO4)C2=O)cc1 | -6.3 | 12.0
O=C(NCc1cccnc1)/C(=C\c1cccnc1)NC(=O)c1ccccc1 | -4.4 | -5.0
Cn1nnnc1SCC(=O)c1ccc(Br)cc1 | -6.5 | -3.7
Cc1ccc(S(=O)(=O)N(CC(=O)Nc2ccc(S(N)(=O)=O)cc2)C2CCCCC2)cc1 | -3.9 | 17.8
Clc1ccccc1CSc1nc(NCc2ccco2)c2ccccc2n1 | -3.6 | 19.0
O=C(O)CCN1C(=O)C(=Cc2ccc([N+](=O)[O-])o2)SC1=S | 50.5* | 43.7
COc1ccc(Cl)cc1C(=O)N1CCN(c2ccc(-c3ccccc3)nn2)CC1 | -8.5 | -3.9
COc1ncc(C(=O)NCc2ccc(F)cc2)cn1 | -4.3 | -2.7
Cc1oc(C2CCN(C(=O)NCc3cccc(F)c3)CC2)nc1C(=O)N1CCCC1 | -4.8 | 28.0
Cc1ccc(Cc2c(C)nc3nc(SCC(=O)NCc4ccco4)nn3c2C)cc1 | -6.6 | 20.0
O=S(=O)(c1ccc(F)c(F)c1)N1CCC(c2noc(-c3cccc(F)c3)n2)CC1 | -5.3 | -4.5
COc1ccc(/C=C(\C#N)c2nc3ccc(C)cc3[nH]2)cc1 | -13.6 | 3.5
O=C(O)C1CCCN1S(=O)(=O)c1ccc(Cl)c(Cl)c1 (stereo not drawn) | -0.6 | 2.4
O=C(Nc1nc2c(s1)CCC2)c1ccc2c(c1)OCO2 | -8.5 | -15.2
C=CCn1c2ccccc2n2nc(C)c(=O)nc12 | -4.5 | -0.6
CC(C)(C)c1ccc(C(=O)NCc2ccccn2)cc1 | -5.6&-2.1 | 3.0&-3.3
O=C(NCCN1CCN(Cc2ccccc2)CC1)C1(n2cccc2)CCCCC1 | -7.0 | 14.8
